# Screens from PubChem BioAssay.
# CCT modulator = modulators of cytosolic chaperonin (CCT/TRiC) activity; actives 0.3% (n = 360,000); purified chaperonin ATPase assay, HTRF ADP detection, 30 min; activity change, % (no concentration beside the values), hits read low; in the data active = activity change below about -30%; also: % is scaled to controls: 0 for no effect and ±100 for the full control effect
#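 ATPase activity: ADP formed was measured by HTRF Transcreener (665/615 nm ratio) after 30 min at 37 deg C with 10 uM ATP. Compounds screened at one 76 uM concentration against 40 or 20 nM TRiC in Tris pH 7.4/KCl/MgCl2/DTT buffer.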
# PLK1 PBD inh = inhibitors of human PLK1 polo-box domain binding; P53350; Plk1 PBD binding of FITC phosphopeptide, fluorescence polarization; Potency, µM, for the others: max response, negative = inhibition, actives largely listed as inhibitors; actives 2.8% (n = 360,000); AID 720504; also: potency is read from the fitted curve at half-maximal effect; series mostly up to about 57 µM; % is scaled to controls: 0 for no effect and ±100 for the full control effect; nearly all actives have a fitted effect of over 65% in size
# EPAC2 antag = antagonists of human EPAC2; Potency, µM (titrated, usually from 114 µM), for the others: at the top dose activity, negative = inhibition, hits mostly inhibitors; actives 0.18% (n = 360,000); AID 720708; Q8WZA2; EPAC2 GEF exchange of Rap1B-BODIPY-GDP, fluorescence; also: potency is read from the fitted curve at half-maximal effect; % is scaled to controls: 0 for no effect and ±100 for the full control effect; nearly all actives have a fitted effect of over 45% in size; many of its hits are not listed in these tables
# Target sequence (Q8WZA2 whole entry, looked up): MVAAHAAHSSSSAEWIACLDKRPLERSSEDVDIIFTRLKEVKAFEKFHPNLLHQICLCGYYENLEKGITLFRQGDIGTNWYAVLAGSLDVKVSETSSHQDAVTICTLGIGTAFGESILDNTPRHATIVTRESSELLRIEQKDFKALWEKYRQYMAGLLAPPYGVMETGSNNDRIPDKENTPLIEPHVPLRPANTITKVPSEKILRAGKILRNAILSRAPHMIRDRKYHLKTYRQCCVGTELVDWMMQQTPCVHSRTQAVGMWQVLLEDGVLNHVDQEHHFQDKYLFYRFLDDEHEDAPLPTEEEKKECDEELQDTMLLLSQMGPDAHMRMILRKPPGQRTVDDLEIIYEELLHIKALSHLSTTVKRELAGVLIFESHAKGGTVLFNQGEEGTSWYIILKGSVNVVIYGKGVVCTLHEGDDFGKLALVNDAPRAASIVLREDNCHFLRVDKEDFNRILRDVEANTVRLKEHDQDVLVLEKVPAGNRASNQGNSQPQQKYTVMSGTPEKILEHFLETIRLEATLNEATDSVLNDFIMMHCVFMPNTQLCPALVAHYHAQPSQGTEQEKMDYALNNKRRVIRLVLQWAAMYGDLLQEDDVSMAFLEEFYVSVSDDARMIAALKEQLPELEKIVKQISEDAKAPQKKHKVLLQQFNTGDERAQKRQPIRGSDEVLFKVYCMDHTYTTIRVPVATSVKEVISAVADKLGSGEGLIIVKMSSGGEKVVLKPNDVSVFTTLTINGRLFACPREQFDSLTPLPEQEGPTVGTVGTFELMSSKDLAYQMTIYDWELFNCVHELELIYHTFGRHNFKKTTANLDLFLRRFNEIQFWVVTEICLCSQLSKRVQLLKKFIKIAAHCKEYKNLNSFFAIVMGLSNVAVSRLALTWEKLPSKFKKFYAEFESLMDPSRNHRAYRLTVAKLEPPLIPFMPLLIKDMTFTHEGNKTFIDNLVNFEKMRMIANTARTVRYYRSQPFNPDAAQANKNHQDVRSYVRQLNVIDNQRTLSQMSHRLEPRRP
# EPAC1 ag = EPAC1 (human) agonism | O95398 | EPAC1 agonist qHTS, biochemical assay; response scale: 100% = response to 6.5 mM cAMP | Potency, µM (titrated, usually from 154 µM), for the others: top-dose activation, actives largely listed as activators | actives 0.073% (n = 360,000) | AID 720707; also: potency is read from the fitted curve at half-maximal effect; nearly all actives have a fitted effect of over 60% in size
#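 Normalized to 6.5 mM cAMP, activity reflects EPAC1-catalysed release of BODIPY-GDP from Rap1B, followed kinetically over 30 min at 480 nm excitation, 540 nm emission. Reaction contained 100 nM EPAC1, 250 nM Rap1B-BODIPY-GDP, 50 uM GDP.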
# WRN helicase inh = inhibitors of human WRN helicase. Potency, µM (top dose mostly 114 µM), inactives show at the top dose activity change, negative = inhibition, most hits filed as inhibitors. Q14191. actives 0.46% (n = 360,000). WRN helicase unwinding, fluorescent forked duplex, kinetic; also: potency is read from the fitted curve at half-maximal effect; % is scaled to controls: 0 for no effect and ±100 for the full control effect; nearly all actives have a fitted effect of over 55% in size
#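 Enzyme (20 nM final) and test compound sit together 15 min at room temperature before substrate addition. Substrate is a single-forked duplex oligonucleotide (100 nM) labelled with fluorophore and quencher, with 2 mM ATP; helicase unwinding raises red fluorescence, read kinetically.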
# PI5P4Ka inh = PI5P4K alpha (human) kinase inhibition; P48426; PI5P4Kalpha enzyme, ADP-Glo luminescence, 60 min; stronger effect = lower value; max response, %; actives 1.2% (n = 330,000); active = max response of -50% or lower; inconclusive = between -30% and -50%; inactive = -30% or higher; also: value at the top dose of about 77 µM; % is scaled to controls: 0 for no effect and ±100 for the full control effect
#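 Reactions run in 0.038 M HEPES pH 7.4, 0.28 mM EGTA, 0.1% CHAPS and 5% DMSO, with PI5P4Kalpha, substrate, compound and 5 microM ATP final, one hour at room temperature. Readout is ADP-Glo luminescence.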
# EPAC1 antagonist = antagonists of human EPAC1. O95398. EPAC1 GEF assay, Rap1b-BODIPY-GDP exchange fluorescence. Potency, µM (titrated, usually from 115 µM), for inactives: at the highest dose activity change, negative = inhibition, most hits filed as inhibitors. actives 0.14% (n = 360,000). AID 720709;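 also: potency is read from the fitted curve at half-maximal effect; plate controls were vehicle for no effect and positive control for full effect; nearly all actives have a fitted effect of over 50% in size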
# MmCpn inh = inhibitors of Methanococcus maripaludis chaperonin (MmCpn) | purified Mm-Cpn ATPase, ADP Transcreener TR-FRET | Potency, µM (top dose mostly 76.9 µM), for inactives: top-dose activity, negative = inhibition, actives largely listed as inhibitors | actives 0.031% (n = 330,000); also: potency is read from the fitted curve at half-maximal effect; % is scaled to controls: 0 for no effect and ±100 for the full control effect; nearly all actives have a fitted effect of over 80% in size
#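 Compound-treated chaperonin, 25 nM final, turns over 10 uM ATP at 37°C for 30 min following a 10 min preincubation; ADP generated competes with ADP-d2 for Eu-cryptate antibody, lowering FRET.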
# * marks the source's active call; other numbers are inactive results; ? = inconclusive; nt = not tested or not shown; [ ] = another dose, or the depositor's remark. Unless noted, calls follow the shape of the dose curve; as a rule, active = well fitted curve in the direction sought with a large enough effect; inconclusive = small, poorly fitted or top-dose-only effect, or another doubt; inactive = no such curve, though single readings can be large; an effect the other way counts as inactive or inconclusive.
No.	canonical_smiles	CCT modulator	PLK1 PBD inh	EPAC2 antag	EPAC1 ag	WRN helicase inh	PI5P4Ka inh	EPAC1 antagonist	MmCpn inh
1	Cc1sc(NC(=O)c2ccccc2)c(C(=O)NCCN(C)C)c1C	-2.8	-15%	-11%	2%	-12%	nt	-12%	1%
2	C/C(=N\NC(=O)c1ccc(N2CCCC2=O)cc1)c1ccccc1	-2.1	2%	8%	2%	-2%[57.1 µM]	0	-20%	0%
3	Cc1ccc(CSCC(=O)NCc2cccnc2)cc1	-1.5	-3%	-1%	3%	-4%	-4	3%	2%
4	CCOC(=O)CC(=O)CSc1ncnc2c1nnn2-c1ccc(F)cc1	-1.7	-12%	2%	8%	-8%	-6	-4%	-4%
5	CCOC(=O)N1CCC(NC(=O)c2cc(C(=O)Nc3ccc(OCC)cc3)ccc2CO)CC1	0.2	0%	5%	1%	5%	0	-1%	-2%
6	O=C(N/N=C/C=C/c1ccccc1)c1ccc(Br)cc1	0.2	1%	-3%	8%	-15%	nt	-5%	0%
7	COc1ccc(S(=O)(=O)N2CCCCCC2)cc1C(=O)OCc1cccc(OC)c1OC	1.2	2%	-1%	11%	4%	1	-12%	-1%
8	Cc1ccc(S(=O)(=O)Nc2cccc(C(=O)NC3CCN(Cc4ccccc4)CC3)c2)cc1F	-1.9	-2%	-10%	-7%	-13%	7	2%	-1%
9	CCSc1nc2c(c(=O)n(C)c(=O)n2C)n1Cc1ccc(Cl)cc1	-2.6	-6%	-5%	8%	0%	12	-14%	nt
10	COc1ccc(-n2nc(C(=O)NCC(=O)N3CCC(C)CC3)c3ccccc3c2=O)cc1Cl	1.0	3%	-8%	4%	0%	12	-22%	-10%
11	O=C(Nc1ccccc1N1CCOCC1)c1ccc(Cl)c(S(=O)(=O)NCc2ccco2)c1	-1.1	-2%	-8%	22%	-7%	5	-14%	-1%
12	O=S(=O)(NCc1csc(-c2cccnc2)n1)c1ccc(F)cc1	-0.6	-2%	11%	-13%	4%	-1	-4%	-3%
13	COc1ccc(S(=O)(=O)N(C)[C@H]2C[C@H]3c4cc(N5CCN(C)CC5)ccc4CCN3C(=O)[C@H]2[C@H](C)O)cc1	-1.3	-6%	0%	-2%	-2%	-2	5%	nt
14	C/C(CC(=O)Nc1ccc(Cl)cc1Cl)=N\NC(=O)c1ccncc1	1.1	-6%	-2%	-4%	-7%	-1	-4%	-2%
15	Cc1cc(NC(=O)CN2C(=O)NC(CC(C)C)C2=O)ccc1Br (centres undefined)	-3.3	-8%	-17%	0%	-5%	1	-23%	-2%
16	COc1cccc(-c2nc(CS(=O)(=O)CC(=O)NC3CCCCC3C)c(C)o2)c1 (centres undefined)	1.5	-3%	-3%	4%	-9%	3	-22%	1%
17	COc1ccc(C(=O)NNS(=O)(=O)c2ccccc2)cc1	1.2	5%	17%	-1%	-4%	0	-9%	1%
18	COc1ccc(C)cc1NC(=O)C1CCCN1C(=O)OCc1ccccc1 (centres undefined)	-2.1	-3%	-3%	-6%	9%	-3	-3%	-1%
19	CC(C)Oc1ccc(C(=O)Nc2cccc(S(=O)(=O)N3CCCC3)c2)cc1	1.9	-7%	12%	-17%	-7%	-3	-23%	0%
20	Cc1ccn2c(=O)nc(SCC(=O)NC3CCCCC3)nc2c1	-3.4	-9%	0%	8%	5%	4	4%	2%
21	COc1ccc(CNC(=O)CN(c2cc(C)cc(C)c2)S(=O)(=O)c2c(C)[nH]c(=O)[nH]c2=O)cc1	-1.1	-16%	-8%	3%	5%	8	-10%	2%
22	COc1ccc(/C=C/C(=O)N(c2ccccn2)C2CCCCC2)cc1OC	-4.7	0%	-5%	5%	-2%	-9	-3%	0%
23	CCOC(=O)Cc1c(C)nc2c(-c3ccccc3)c(C)[nH]n2c1=O	-0.3	-2%	8%	-3%	1%	nt	5%	0%
24	Cc1cccnc1NC(=O)c1ccc(Br)o1	-0.7	-1%	17%	-2%	9%	3	9%	1%
25	Cc1ccc(CNS(=O)(=O)c2ccc(Br)s2)cc1	-3.3	3%	-22%	-1%	-8%	8	3%	-1%
26	COc1ccc(CNC(=O)C[C@@H]2CC[C@@H](NS(=O)(=O)c3cccc(OC)c3)[C@@H](CO)O2)cc1	nt	-2%	0%	2%	3%	0	11%	nt
27	O=c1[nH]ncc2c3ccccc3n(Cc3cccc(Cl)c3)c12	2.4	136%[activator]	101%[activator]	79µM*	-17%	-15	98%[activator]	-20%
28	COc1cccc(-c2nc(-c3ccc(Br)o3)no2)c1	-0.4	-1%	-29%	3%	-3%	6	8%	0%
29	O=C(CSCc1ccc(F)cc1)Nc1ccc(F)cc1	-13	-13%	8%	-2%	-23%[57.1 µM]	1	-21%	-2%
30	Cc1noc(NS(=O)(=O)c2ccc(NC(=O)C(Cl)(Cl)Cl)cc2)c1C	-0.5	-1%	3%	-9%	-1%	2	-8%	0%
31	COC(=O)c1cc(-c2ccc(Cl)cc2)n(-c2ccc(S(N)(=O)=O)cc2)n1	2.9	-3%	0%	-5%	-7%	-11	-17%	2%
32	CC1=NN(c2ccccc2)C(=O)/C1=C/c1cccc(C)c1	0.2	2.1µM*	9%	-6%	-6%[11.6 µM]	-9	-30%	-7%
33	CCc1c(C(=O)NNC(=S)NCc2ccccc2)csc1C	-0.1	-30%	10%	-12%	-13%	-6	-16%	5%
34	Cc1ccc(OCC(=O)Nc2ccc3c(c2)nc(CCN2CCCC2)n3C)cc1	1.7	-2%	-13%	-15%	9%	-1	6%	nt
35	O=C1COc2ccc(C(=O)COc3ccc([N+](=O)[O-])cc3)cc2N1	-2.8	-10%	-1%	13%	0%	0	-2%	-6%
36	O=C(N/N=C/c1c(F)c(F)c(F)c(F)c1F)c1ccc(Cn2cc(Br)cn2)o1	-1.6	-16%	-6%	2%	-23%	2	-4%	0%
37	CCCC1(c2ccccc2)NC(=O)N(C/C=C/Cl)C1=O (centres undefined)	-0.6	27µM*	-10%	-9%	-2%	-8	-11%	-1%
38	CCOc1ccc(/C=N/n2c(C3CCCCC3)n[nH]c2=S)cc1	-0.8	?	0%	1%	-3%	-7	9%	0%
39	CS(=O)(=O)N(CC(=O)Nc1ccccc1Cl)c1ccc(Cl)cc1	-0.8	3%	-14%	-7%	2%	15	2%	2%
40	O=C(Nc1cccc(-c2nc3ncccc3o2)c1)c1ccccc1	-2.2	4%	-18%	0%	-1%	3	-9%	-3%
41	COc1cc(O)cc2occ(-c3ccc(O)cc3)c(=O)c12	-0.9	-14%	-2%	-15%	-10%[11.6 µM]	-10	-6%	nt
42	O=C(Nc1ccc2c(c1)OCO2)C(=O)c1c[nH]c2ccccc12	0.8	1%	-2%	-6%	-2%	-9	13%	-2%
43	O=C1CC(Nc2ccc(N3CCOCC3)cc2)C(=O)N1c1ccccc1 (centres undefined)	0.3	-2%	-3%	6%	-11%	nt	3%	-1%
44	O=C(N1CCOCC1)n1cnc2ccccc21	-3.0	0%	-3%	2%	-11%	nt	-6%	-1%
45	COC(=O)c1ccc(NS(=O)(=O)NC(=O)c2cn(C)c3ccccc23)cc1	-4.1	4%	1%	-7%	9%	-3	0%	1%
46	CCOc1ccc(CC(=O)Nc2ccc(S(=O)(=O)N3CCCC3)cc2)cc1	0.6	2%	6%	2%	-11%	8	-9%	-7%
47	COc1ccccc1OCc1ccc(C(=O)NC2CCCCC2)o1	-0.3	-5%	0%	4%	-25%	0	-8%	1%
48	COc1ccc(/C=C/C(=O)N(CCC(N)=O)c2ccccc2)cc1S(=O)(=O)N1CCOCC1	0.2	5%	12%	3%	7%	0	-2%	0%
49	CN1CCN(C(CNC(=O)C(=O)NC2CCCC2)c2ccc(F)cc2)CC1 (centres undefined)	-1.3	-5%	12%	-5%	11%	-3	11%	-1%
50	COc1ccc(C(=O)CCC(=O)Nc2cc(Cl)c(O)c(Cl)c2)cc1	-6.4	-19%	3%	12%	-21%	-77*	-12%	0%
51	Cc1nn(C)c(C)c1NC(=O)/C(C#N)=C\N(C)C	-0.9	4%	11%	-7%	-25%	-3	7%	-3%
52	Cc1cc(C(=O)OCC(=O)Nc2ccccc2[N+](=O)[O-])c2ccccc2n1	-0.9	0%	5%	0%	4%	-5	-7%	-1%
53	N#C/C(=C\c1cn(CCOc2ccccc2F)c2ccccc12)C(=O)NCc1cccs1	-0.4	12%	-19%	1%	-9%	7	-6%	0%
54	COc1ccc(-c2c(O)c(C#N)c(-c3ccccc3)n(-c3ccc(OC)cc3)c2=O)cc1	-2.0	-6%	7%	-5%	7%	-16	2%	-4%
55	Cc1ccc(F)cc1C(=O)N1CCCC(c2cc(C(=O)Nc3ccccc3Cl)no2)C1 (centres undefined)	-2.0	-3%	1%	1%	-3%	11	-7%	nt
56	Cc1oc(-c2ccccc2)nc1C(=O)O	-1.9	-13%	0%	-3%	-1%	1	1%	3%
57	COCC(=O)Nc1ccc(Br)cc1	0.4	-2%	21%	-1%	14%	6	-2%	0%
58	Cc1ccc(-n2c(C)nc3ccsc3c2=O)cc1	-0.2	-1%	7%	5%	4%	0	14%	nt
59	CC1CN(C(C)C)C(=S)N(c2ccccc2)C1=O (centres undefined)	-2.2	-13%	3%	9%	4%	0	0%	nt
60	O=C(NCCC1CCCCN1S(=O)(=O)c1ccccc1)C(=O)Nc1ccccc1F (centres undefined)	3.2	-7%	7%	7%	-8%	1	-4%	2%

# Values by screen from above.
# EPAC1 antagonist, nos. 49 to 58 → 11%, -12%, 7%, -7%, -6%, 2%, -7%, 1%, -2%, 14%
# CCT modulator, nos. 49 to 58 → -1.3, -6.4, -0.9, -0.9, -0.4, -2.0, -2.0, -1.9, 0.4, -0.2

# Continued.
No.	canonical_smiles	CCT modulator	PLK1 PBD inh	EPAC2 antag	EPAC1 ag	WRN helicase inh	PI5P4Ka inh	EPAC1 antagonist	MmCpn inh
61	NC(=O)c1ccsc1NC(=O)COC(=O)Cc1n[nH]c(=O)c2ccccc12	1.9	-14%	-3%	1%	-11%[11.6 µM]	?	-15%	-6%
62	O=C(Nc1ccc(N2CCN(C(=O)c3ccccc3)CC2)cc1)c1cccnc1	0.6	-10%	-7%	0%	1%	3	-7%	1%
63	CCOC(=O)/C=C/S(=O)(=O)c1ccc(NC(C)=O)cc1	0.4	?	2%	6%	?	nt	22%	-2%
64	COCc1nc2ccccc2n1Cc1ccccc1C	-2.5	-7%	-16%	-8%	-2%	-1	0%	2%

# A portion of the library, so the mix of outcomes need not match the whole.
